# Screens: PubChem BioAssay, National Center for Advancing Translational Sciences (NCATS)
# PTAP TSG101 blk – blocks PTAP/TSG101 interaction to inhibit HIV-1 budding | Potency, µM (titrated, usually from 115 µM), inactives show at the top dose activity change, negative = inhibition, most hits filed as inhibitors | AID 493005 | 340,000 tested, under 10 active | Q99816 | Fluorescence polarization, FITC-PTAP peptide / Tsg101 binding; active means well fitted inhibition curve with a large enough effect in the main read-out, with a control signal flat, not every such curve was filed as active; inconclusive means small, poorly fitted or top-dose-only effect, or effect the other way, or a change in a side signal; inactive means no such curve, though single readings can be large or run the other way; further: potency means the concentration at half of the fitted maximal effect; % of control where 0% means no effect
#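 Steps: Tsg101 binding domain dispensed (10 uM final), compounds pinned in DMSO, FITC-labeled PTAP-motif peptide added (50 nM final); after 20 min binding at room temperature, polarization measured.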
# a7 integrin act – activates integrin-mediated alleviation for muscular dystrophy; alpha7betagal myoblasts, beta-gal FDG fluorescence, 48 h; Potency, µM (titrated, usually from 38.3 µM), without a hit: at the top dose activation, most hits filed as activators; 350,000 tested, 0.064% active;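 further: potency means the concentration at half of the fitted maximal effect; 100% = response of the positive control SU9516; nearly all actives have a fitted effect of over 60% in size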
#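 Alpha7betagal+/- myoblasts (passage 13) were plated 16-24 hr, then exposed to compounds (1:260 dilution of DMSO stock) for 48 hours at 37C. After MPER lysis, β-galactosidase reporter activity was read as FDG fluorescence (ex 480/em 540) after 30 minutes.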
# BRCA1 expr act – BRCA1 expression activation. MCF7-BRCA1-FFLuc reporter, luminescence, 48 h; response scale: scaled: vehicle 0%, 10 µM genistein 100%. Potency, µM (titrated, usually from 46.1 µM), without a hit: at the highest dose activation, usual class: activators. 380,000 tested, 1.1% active; further: potency means the concentration at half of the fitted maximal effect; nearly all actives have a fitted effect of over 80% in size; some results filed as inactive show a strong effect at the top dose
#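 MCF7-BRCA1-FFLuc, 2000 cells/well; 2 h attach, 37 °C/5% CO2; compound 48 h; luciferase substrate 15 min; luminescence end-point. Norm. to genistein 10 microM max activation and DMSO; concentration-response curves fitted.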
# B2AR arrestin – recruits beta-arrestin to the human beta2-adrenergic receptor; P07550; beta-arrestin recruitment to beta2AR, cell-based reporter; Potency, µM (doses to about 46.1 µM), for inactives: at the top dose activation, hits mostly activators; 330,000 tested, 0.02% active; AID 492947;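 further: potency means the concentration at half of the fitted maximal effect; 0% = DMSO controls and full agonism = EC100 isoproterenol or metaproterenol; nearly all actives have a fitted effect of over 65% in size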
# USP2a inh – blocks human ubiquitin-specific protease USP2a | O75604 | 330,000 tested, 0.01% active | Potency, µM (top dose mostly 38.3 µM), without a hit: at the highest dose activity change, negative = inhibition, most hits filed as inhibitors | USP2 core, Ub-CHOP2 coupled fluorogenic reporter, 485/531;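 further: potency means the concentration at half of the fitted maximal effect; plate controls were DMSO wells for no effect and full inhibition by NEM control for full effect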
#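 Cell-free coupled assay: 10nM USP2 core preincubated 30min RT with compound in Tris-HCl pH 8.0/CaCl2/CHAPS buffer, then 25nM Ub-CHOP2 and 25nM reporter substrate; fluorescence (Ex 485/Em 531) read after 60min RT, normalized to NEM inhibition, concentration-response curves fitted.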
# TRPV1 agonist – agonists of human vanilloid receptor 1 (TRPV1) | 320,000 tested, 0.19% active | TRPV1-expressing cells, Fluo-8 calcium influx, agonist mode | activation, % at 8.33 µM | Q8NER1; in the data active means activation above about 80%; inconclusive means between about 30% and that limit; further: 0% is about no effect
# Target sequence (Q8NER1 whole entry, looked up): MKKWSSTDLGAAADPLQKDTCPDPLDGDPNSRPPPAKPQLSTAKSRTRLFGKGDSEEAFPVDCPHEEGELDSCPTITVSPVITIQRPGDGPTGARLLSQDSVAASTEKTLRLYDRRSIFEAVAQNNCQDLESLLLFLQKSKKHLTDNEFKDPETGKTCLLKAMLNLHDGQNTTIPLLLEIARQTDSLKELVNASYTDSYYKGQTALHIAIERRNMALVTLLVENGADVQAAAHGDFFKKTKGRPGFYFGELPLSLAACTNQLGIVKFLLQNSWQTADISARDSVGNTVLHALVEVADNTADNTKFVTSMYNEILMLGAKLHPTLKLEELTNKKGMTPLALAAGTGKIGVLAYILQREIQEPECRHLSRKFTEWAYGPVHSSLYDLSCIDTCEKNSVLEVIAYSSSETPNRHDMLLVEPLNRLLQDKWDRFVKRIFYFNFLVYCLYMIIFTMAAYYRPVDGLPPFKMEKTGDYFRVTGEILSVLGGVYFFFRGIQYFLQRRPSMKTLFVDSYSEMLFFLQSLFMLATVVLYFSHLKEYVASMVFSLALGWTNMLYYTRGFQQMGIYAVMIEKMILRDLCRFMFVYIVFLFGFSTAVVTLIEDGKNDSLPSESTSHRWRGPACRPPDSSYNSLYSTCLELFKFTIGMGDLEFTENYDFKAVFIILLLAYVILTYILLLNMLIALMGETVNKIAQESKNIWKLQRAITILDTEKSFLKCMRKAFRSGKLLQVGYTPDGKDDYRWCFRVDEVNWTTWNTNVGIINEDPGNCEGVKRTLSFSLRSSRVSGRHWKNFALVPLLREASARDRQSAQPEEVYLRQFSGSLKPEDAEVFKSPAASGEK
#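 Cells expressing TRPV1 were dye-loaded with Fluo-8 and read kinetically: 10 s baseline, 3 min after compound (agonist portion), then 2 min after EC20 capsaicin (allosteric enhancer portion). Calcium-bound dye fluorescence at 480/520 nm.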
# p53 reactivator – re-activators of mutant p53; H1299 p53-A138V BP100-luciferase reporter, luminescence, 24 h; Potency, µM (titrated, usually from 92.2 µM), for the others: at the top dose activity change, positive = activation, usual class: activators; 320,000 tested, 0.063% active; AID 504706; further: potency means the concentration at half of the fitted maximal effect; % of control where 0% means no effect; nearly all actives have a fitted effect of over 45% in size
#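 p53-null H1299 cells stably carrying temperature-sensitive p53-A138V and a BP100-luciferase reporter were pinned with compounds (4-point, 1:5 series) and held 24 hrs at 37 deg C. Luminescence was read 10 min after detection reagent.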
# ELG1 genotoxic – inducers of genotoxicity in HEK293T ELG1-luciferase cells | HEK293T ELG1-luciferase reporter, luminescence, 16 h | Potency, µM (titrated, usually from 46 µM), without a hit: top-dose activity change, positive = activation, most hits filed as activators | 330,000 tested, 1.3% active | AID 504466; further: potency means the concentration at half of the fitted maximal effect; % of control where 0% means no effect; nearly all actives have a fitted effect of over 60% in size
#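 ELG1-luciferase HEK293T cells, 2,000/well; compound pinned in; 16 hr, 37 °C, 5% CO2; ONE-Glo, 30 min RT; luminescence on CCD imager.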
# Eya2 inh – blocks the phosphatase activity of human Eya2; 330,000 tested, 0.006% active; Potency, µM (highest dose often 76.9 µM), for inactives: at the highest dose activity, negative = inhibition, usual class: inhibitors; recombinant Eya2, OMFP fluorescence dephosphorylation (OMFP is methylfluorescein phosphate); AID 488837; further: potency means the concentration at half of the fitted maximal effect; on the % scale 0 is the no-effect control and ±100 the full control effect
#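 Eya2 protein (added as 0.2 uM solution) was preincubated with compound for 10 min at ambient temperature in 50 mM HEPES pH 7.5, 50 mM NaCl, 5 uM MgCl2, 0.05% BSA, 1 mM DTT. OMFP (added at 50 uM) then reacted 10 min; fluorescence read at 485/525 nm.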
# uPA generation – inhibitors of cell surface uPA generation. 330,000 tested, 0.31% active. cell surface uPA generation assay, qHTS. AID 540303. Potency, µM (series often up to 38.3 µM), for inactives: top-dose activity change, negative = inhibition, most hits filed as inhibitors; active means well fitted inhibition curve with a large enough effect; inconclusive means small, poorly fitted or top-dose-only effect; inactive means no such curve, though single readings can be large or run the other way; tested in mouse RAW 264.7 cells; further: potency means the concentration at half of the fitted maximal effect; on the % scale 0 is the no-effect control and ±100 the full control effect; nearly all actives have a fitted effect of over 55% in size
# S-ASM inh – blocks human secretory acid sphingomyelinase. 340,000 tested, 0.006% active. Potency, µM (series often up to 57.5 µM), without a hit: top-dose activity change, negative = inhibition, usual class: inhibitors. P17405. placental ASM, HMU-PC fluorogenic substrate, 60 min; further: potency means the concentration at half of the fitted maximal effect
#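 Human placenta-derived ASM enzyme was preincubated with compound for 10 minutes at room temperature, then given fluorogenic substrate HMU-PC0 (9 uM final) for 60 minutes at 37 °C; a pH 10 stop preceded fluorescence reading at Ex 386/Em 447 nm.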
# The depositor's hits bear a star; ? = inconclusive; . = not tested or not shown; [ ] = another dose, or the depositor's remark. Unless noted, the call rests on the fitted dose curve; in most records, active means well fitted curve in the direction sought with a large enough effect; inconclusive means small, poorly fitted or top-dose-only effect, or another doubt; inactive means no such curve, though single readings can be large; an effect the other way counts as inactive or inconclusive.
nr	Compound	PTAP TSG101 blk	a7 integrin act	BRCA1 expr act	B2AR arrestin	USP2a inh	TRPV1 agonist	p53 reactivator	ELG1 genotoxic	Eya2 inh	uPA generation	S-ASM inh
1	C1=C(c2c[nH]c3ccccc23)CCNC1	.	.	.	-0.3%	2%	-1	-2%	1%	-2%	.	.
2	C=CCn1c(O)c(C(C)=NCCO)c(=O)[nH]c1=O	-8%	11%	0%	0.0%	2%	1	-2%	1%	-29%	.	6%
3	C[n+]1c(-c2ccccc2)cc(-c2ccc(Cl)cc2)cc1-c1ccccc1	-5%	14%	-60%	0.2%	3%	1	-6%	-10%	-5%	-4%	0%
4	CCOP(=O)(Nc1ccc2c(c1)C(=NNC(N)=S)c1ccccc1-2)OCC	0%	-4%	-71%	.	.	.	.	.	.	-5%	-19%
5	Cc1ccc(N)cc1Cl	1%	-10%	-3%	.	.	.	.	.	.	-2%	2%
6	CC/C(=N\NC(=O)c1ccccc1O)c1c(O)n(C2CCCCC2)c(=O)[nH]c1=O	-2%	-8%	0%	-0.1%	-2%	?	9%	9%	8%	3%	11%
7	C=C1[C@H]2C[C@H]3[C@H]4N5C[C@]6(C)CCC[C@]47[C@H]([C@H]2O)[C@]3(C[C@]5(O)[C@H]67)[C@@H]1O	-3%	4%	9%	.	.	.	.	.	.	6%	-5%
8	CN(C(=O)c1ccc(Cl)nc1)C1(c2ccccc2Cl)CCCCC1=O (stereo unspecified)	-4%	?	-18%	0.0%	1%	-1	-3%	-3%	1%	1%	0%
9	CN1CCN(c2ccc(Cl)cc2N)CC1	-2%	-19%	-1%	0.1%	-2%	-1	-3%	-1%	-2%	2%	4%
10	C#Cc1ccc([C@H]2C=C(C(=O)N3CCN(Cc4ccc5c(c4)OCO5)CC3)O[C@@H](OCC)[C@@H]2CCCO)cc1	.	-8%	-26%	3.4%	-1%	0	-2%	-10%	-8%	-1%	4%
11	O=C1NC(=O)C(=Cc2ccc(Oc3ccc([N+](=O)[O-])cc3)cc2)C(=O)N1	-6%	11%	1%	0.0%	0%	-3	-1%	0%	6%	3%	-1%
12	CCS(=O)(=O)NC(C)c1nnc2n1-c1ccc(Br)cc1C(c1ccccc1Cl)=NC2 (stereo unspecified)	-2%	18%	7%	.	.	.	.	.	.	19%	-2%
13	O=C1/C(=C\c2ccc3c(c2)OCO3)N2CCC1CC2	-2%	-16%	0%	-0.2%	0%	10	10%	2%	6%	.	-2%
14	CN(CC(=O)Nc1ccccc1-c1ccccc1)C1CCCCC1	-16%	1%	-55%	-0.6%	2%	23	-1%	6%	-13%	8%	6%
15	C=CCn1c(O)c(C(CC)=NC2CC2)c(=O)[nH]c1=O	-6%	11%	1%	0.5%	2%	0	-1%	0%	14%	0%	1%
16	CN1CCC(C)(O)C2CCCCC21 (stereo unspecified)	-1%	18%	-2%	-0.1%	0%	-19	-2%	?	-10%	1%	0%
17	Cc1ccc2[nH]c3c(c2c1)CN(C(=O)CN1CCSCC1)CC3	.	.	.	-0.2%	?	?	-11%	1%	9%	.	.
18	CC(=O)c1c(O)n(C)c(=S)n(-c2ccccc2)c1=O	-7%	4%	0%	0.1%	-1%	3	6%	2%	-9%	-1%	4%
19	COCC(=O)N1Cc2ccccc2-n2nncc2C1	-1%	1%	3%	.	.	.	.	.	.	14%	4%
20	COc1ccc(CCN(C)Cc2c(F)cccc2F)cc1OC	-6%	5%[7.66 µM]	4%	-0.5%	2%	2	-1%	1%	8%[15.4 µM]	.	2%
21	Cc1ccc(S(=O)(=O)Cc2ccc(C(=O)N3CCC4(CC3)OCCO4)o2)cc1	-6%	12%	-4%	-0.3%	3%	-2	4%	0%	6%	5%	-1%
22	CC(C)C[C@H]1CN([C@@H](CC(C)C)CN2CCCC2CN2C(=S)NC[C@@H]2Cc2ccc(O)cc2)C(=S)N1CC1CCCCCC1 (stereo partly specified)	?	-1%	-9%	.	.	.	.	.	.	22%	-27%
23	CCCNC(=O)N1[C@H]2CC[C@@H]1C(C(=O)OC)=C(c1cc3ccccc3o1)C2	-4%	-15%	-5%	.	.	.	.	.	.	-4%	2%
24	CNS(=O)(=O)c1ccc(N=Cc2c(O)n(-c3cccc(C)c3)c(=O)[nH]c2=O)cc1	-9%	12%	8%	-0.2%	1%	1	3%	-1%	-2%	0%	10%
25	COc1ccc(N=Cc2c(O)n(-c3ccc(C)cc3)c(=O)[nH]c2=O)cc1	1%	?	9%	-0.6%	-1%	0	3%	4%	2%	-8%	281%
26	Cc1cc(S(N)(=O)=O)ccc1N=Cc1c(O)n(-c2ccccc2)c(=O)[nH]c1=O	-5%	23%	-7%	-0.2%	1%	0	-2%	-2%	3%	5%	20%
27	CCc1c(C)nc(N)nc1N1N=C1SCCOc1ccccc1	0%	-8%	1%	3.4%	-2%	4	-7%	-3%	0%	1%	-3%
28	O=C1NC(=O)C2(Cc3ccccc3N3CCCC32)C(=O)N1Cc1ccccc1 (stereo unspecified)	-5%	-1%	8%	0.2%	-1%	-2	-3%	-1%	4%	1%	63%
29	CCOC(=O)C1(c2ccccc2)CCN(Cc2cccc(C(=O)O)c2)CC1	-6%	4%	-4%	0.4%	1%	1	3%	0%	1%	9%	1%
30	CCOC(=O)N(CC)c1ccc(C(O)(C(=O)OCC)C(F)(F)F)cc1 (stereo unspecified)	-2%	-8%	-17%	-0.6%	4%	1	6%	-1%	26%	5%	2%
31	O=C(c1ccc(F)cc1Cl)N1CCC2(CC1)OCCO2	-1%	27%	-7%	3.3%	-3%	-1	9%	-4%	-10%	-2%	-1%
32	COc1cccc(N(C(C)=O)C2=NCCCS2)c1	-3%	-1%	-6%	0.0%	0%	0	8%	4%	5%	3%	2%
33	CCC(C)n1c(O)c(/C=N/NC(=O)c2ccncc2)c(=O)[nH]c1=S (stereo unspecified)	-1%	-13%	-11%	-0.6%	2%	16	5%	-1%	-7%	6%	83%[activator]
34	Cn1nc(OC(=O)Nc2ccccc2)cc1C(F)(F)F	.	.	.	-0.5%	5%	6	?	13%	-4%	.	.
35	CCC1CO/C(=C(\C(Cl)=C(Cl)Cl)[N+](=O)[O-])N1Cc1ccc(Cl)nc1 (stereo unspecified)	-1%	?	-2%	0.5%	2%	-1	11%	2%	4%	-11%	2%
36	CC(NCc1ccc(Cl)cc1)C(O)c1ccccc1 (stereo unspecified)	-1%	3%	0%	-0.5%	-1%	-1	0%	0%	-16%	-14%	1%
37	CC12C=CC(=O)C=C1CCC1C2C(=O)CC2(C)C(=O)CCC12 (stereo unspecified)	-4%	?	-8%	.	.	.	.	.	.	-1%	6%
38	C(=N\NC1=NCCCCC1)/c1c[nH]c2ccccc12	-2%	-2%	-2%	0.1%	5%	-1	-2%	-7%	3%	-2%	3%
39	COC(=O)C1=C(c2ccc(Cl)c(C(F)(F)F)c2)C[C@@H]2CC[C@H]1N2C(=O)N1CCCC1	-3%	-10%	-39%	0.3%	4%	?	-13%	-1%	-4%	1%	-4%
40	O=C(CN1CCOCC1)c1ccc(Br)cc1	-5%	-10%	-2%	12%	3%	1	?	1%	23%	-2%	0%
41	C=CCc1cc(C=C2C(=O)NC(=O)NC2=O)cc(OC)c1OCc1ccc(C(=O)O)cc1	-1%	-8%	-10%	0.0%	5%	-2	-2%	0%	-1%	14%	8%
42	COc1ccc2c(c1)C[C@]1(C)c3ccccc3C(=O)N(Cc3ccccc3)[C@H]21	-1%	-9%	-29%	.	.	.	.	.	.	?	-9%
43	O=C1CC(=O)N(c2cccc(Cl)c2)C(=O)N1	-5%	16%	-3%	0.2%	1%	0	28%	0%	8%	13%	3%
44	CCN1CCN(c2nc([N+](=O)[O-])nn2C)CC1	0%	1%	2%	-0.3%	-2%	6	7%	1%	-7%	4%	1%
45	CS(=O)(=O)N1CCN(C(=N)N[N+](=O)[O-])CC1	0%	-22%	-24%	0.1%	-17%	-1	-4%	-4%	4%	0%	1%
46	C(=NC12CN3CN(CN(C3)C1)C2)c1cccnc1	-2%	5%	-8%	-0.2%	2%	6	2%	-2%	11%	4%	2%
47	COc1ccc(NC2Oc3cc4c(cc3C(c3cc(OC)c(OC)c(OC)c3)C2C)OCO4)cc1 (stereo unspecified)	-3%	-2%	.	.	.	.	.	.	.	-14%	-8%
48	O=c1[nH]c(=O)n(CCc2ccccc2)c(O)c1C=NCCCn1ccnc1	0%	23%	-21%	0.0%	-1%	2	16%	1%	8%	-3%	4%

# These rows are one share of the data; the hit share may differ from the screen's.
